p53null 39C kill: qHTS Screen for Compounds that Selectively Target Cancer Cells with p53 Mutations: Cytotoxicity of p53 Null Cells at the Nonpermissive Temperature; H1299 p53-null (neo) cells, 39C, ATPlite viability, 24 h; Potency, µM (highest dose often 46.1 µM), without a hit: top-dose activity, negative = cell killing, hits mostly cytotoxic; 55,000 tested, 0.97% active;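 further: potency means the concentration at half of the fitted maximal effect; 0% = DMSO only and -100% = full killing by 100 µM tamoxifen; nearly all actives have a fitted effect of over 50% in size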
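Temperature-shift cytotoxicity format: compound titrations on p53-null or A138V-expressing H1299 cells held 24 hr at 39C, cell ATP then measured, AC50 from Hill model.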
TSG101-PTAP inh: qHTS Validation Assay for Inhibitors of HIV-1 Budding by Blocking the Interaction of PTAP/TSG101: Sytravon Library Screen; Fluorescence polarization, FITC-PTAP peptide/Tsg101, 20 min; Tumor susceptibility gene 101 protein (Homo sapiens), Q99816; 44,000 tested, under 10 active; Potency, µM (series often up to 115 µM), for inactives: at the top dose activity change, negative = inhibition, usual class: inhibitors; AID 1347069, 2019; further: potency means the concentration at half of the fitted maximal effect; 0% is about no effect
Target sequence (Q99816 whole entry, looked up): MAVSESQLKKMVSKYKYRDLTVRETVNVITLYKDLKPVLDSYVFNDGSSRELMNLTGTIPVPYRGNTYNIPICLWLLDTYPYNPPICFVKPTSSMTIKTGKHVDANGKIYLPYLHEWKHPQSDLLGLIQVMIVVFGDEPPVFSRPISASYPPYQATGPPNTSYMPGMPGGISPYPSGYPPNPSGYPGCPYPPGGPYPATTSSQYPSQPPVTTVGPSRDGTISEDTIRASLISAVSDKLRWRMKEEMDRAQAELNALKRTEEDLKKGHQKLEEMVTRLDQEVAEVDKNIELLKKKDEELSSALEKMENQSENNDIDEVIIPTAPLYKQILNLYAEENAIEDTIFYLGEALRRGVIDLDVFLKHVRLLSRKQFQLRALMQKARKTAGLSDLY
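Compounds pinned into 10 uM Tsg101 binding domain, then 50 nM FITC-PTAP peptide added in pH 7.5 HEPES buffer; FP read after 20 min, room temperature. Total S+P intensity flags fluorescent compounds; active cut-off <25 µM, efficacy <60%.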
NTMT1 inh: Primary qHTS for Inhibitors of N-terminal methyltransferase 1 (NTMT1): MTaseGlo Assay; AID 1645870, 2021; NTMT1 MTase-Glo SAH luminescence, purified enzyme; 59,000 tested, 2.5% active; N-terminal Xaa-Pro-Lys N-methyltransferase 1 (Homo sapiens), Q9BV86; Potency, µM (highest dose often 114 µM), for inactives: top-dose activity change, negative = inhibition, usual class: inhibitors;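 further: potency means the concentration at half of the fitted maximal effect; plate controls were DMSO vehicle for no effect and no enzyme for full effect; nearly all actives have a fitted effect of over 65% in size; many of its hits are not listed in these tables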
Target sequence (Q9BV86 whole entry, looked up): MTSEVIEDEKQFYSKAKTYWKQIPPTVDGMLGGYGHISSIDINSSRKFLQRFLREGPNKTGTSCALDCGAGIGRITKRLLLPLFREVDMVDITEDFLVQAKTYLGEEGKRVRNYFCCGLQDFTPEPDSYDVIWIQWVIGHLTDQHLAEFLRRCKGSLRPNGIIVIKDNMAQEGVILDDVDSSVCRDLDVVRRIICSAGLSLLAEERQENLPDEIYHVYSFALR
FH mod: Identification of activators of human fumarate hydratase by quantitative high-throughput screening. Fumarate hydratase, mitochondrial (Homo sapiens), P07954. FH coupled MDH/diaphorase resazurin fluorescence, 15 min. Potency, µM (top dose mostly 79.9 µM), without a hit: at the highest dose activity change, negative = inhibition, usual class: inhibitors. 54,000 tested, 0.22% active. AID 1347055, 2019; further: potency means the concentration at half of the fitted maximal effect; on the % scale 0 is the no-effect control and ±100 the full control effect; the screen sought activators but most active calls are inhibition curves; nearly all actives have a fitted effect of over 45% in size
p53null 32C tox: qHTS Screen for Compounds that Selectively Target Cancer Cells with p53 Mutations: Cytotoxicity of p53 Null Cells at the Permissive Temperature; 55,000 tested, 0.62% active; Potency, µM (series often up to 46.1 µM), inactives show at the highest dose activity change, negative = cytotoxicity, most hits filed as cytotoxic; H1299-neo p53 null cells, ATP luminescence, 24 h, 32C;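 further: potency means the concentration at half of the fitted maximal effect; 0% = DMSO only and -100% = full killing by 100 µM tamoxifen; nearly all actives have a fitted effect of over 55% in size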
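H1299-neo (p53 null) cells, 600/well, treated 24 h at 32C with compound up to 46 uM; ATPlite luminescence viability, normalized to DMSO and 100 uM tamoxifen; AC50 by Hill fit.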
GALK inhibitor: qHTS Assay for Inhibitors of Human Galactokinase (GALK): NCGC Sytravon Library Screen | AID 1347072, 2019 | Potency, µM (highest dose often 57.5 µM), inactives show at the highest dose activity, negative = inhibition, actives largely listed as inhibitors | 44,000 tested, under 10 active | P51570 | recombinant GALK, Kinase-Glo ATP luminescence, 1 h;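 further: plate controls were full GALK reaction for no effect and reaction lacking GALK for full effect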
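Reactions with and without enzyme served as controls. GALK at 5 nM phosphorylates 100 uM galactose using 35 uM ATP (HEPES pH 8.0, Mg2+) for 1 h at RT, with luminescence read 10 min after adding Kinase-Glo Plus.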
B2AR arrestin ag: qHTS assay of beta-arrestin-biased ligands of beta2-adrenergic receptor: NCGC Sytravon Library Screen | Beta-2 adrenergic receptor (Homo sapiens), P07550 | HTLA Tango cells, beta-arrestin recruitment, luciferase luminescence, 18 h | Potency, µM (titrated, usually from 46.1 µM), without a hit: at the top dose activation, most hits filed as activators | 44,000 tested, under 10 active | AID 1347077, 2019;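 further: potency means the concentration at half of the fitted maximal effect; 0% = DMSO and full agonism = EC100 isoproterenol or metaproterenol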
Target sequence (P07550 whole entry, looked up): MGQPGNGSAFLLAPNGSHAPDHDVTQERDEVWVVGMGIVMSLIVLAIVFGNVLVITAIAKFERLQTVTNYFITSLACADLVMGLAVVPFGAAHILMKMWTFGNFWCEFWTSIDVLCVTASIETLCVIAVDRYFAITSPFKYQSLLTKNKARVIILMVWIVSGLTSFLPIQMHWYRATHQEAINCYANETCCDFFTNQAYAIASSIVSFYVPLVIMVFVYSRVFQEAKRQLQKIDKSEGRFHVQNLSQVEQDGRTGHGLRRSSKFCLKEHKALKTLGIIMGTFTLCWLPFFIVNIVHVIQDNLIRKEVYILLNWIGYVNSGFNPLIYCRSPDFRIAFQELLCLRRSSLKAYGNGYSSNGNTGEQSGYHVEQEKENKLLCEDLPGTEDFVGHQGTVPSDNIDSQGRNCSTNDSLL
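Tango cell line, 1% FBS DMEM; cpd titration up to 46 microM; 18 hr, 37 degrees C, 5% CO2. Luciferin/ATP substrate mix added, 15 min RT, luminescence. %Activity, CRC fitting, curve-class categorization.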
An asterisk follows results filed as active; ? = inconclusive; · = not tested or not shown; [ ] = remark or other dose. The call rests on the fitted dose curve; in most records, active means well fitted curve in the direction sought with a large enough effect; inconclusive means small, poorly fitted or top-dose-only effect, or another doubt; inactive means no such curve, though single readings can be large; an effect the other way counts as inactive or inconclusive. A portion of the library; rates above refer to the full screens.

SMILES	p53null 39C kill	TSG101-PTAP inh	NTMT1 inh	FH mod	p53null 32C tox	GALK inhibitor	B2AR arrestin ag
CCc1ccc(C(=O)Nc2cccc(-c3nc4cc(C(C)C)ccc4o3)c2)cc1	-16%	0%	-2%	-19%	-22%	-3%	0%
COc1ccc2c(c1)CC(C(=O)NCCN1CCN(c3ccccc3F)CC1)CO2 (stereo unspecified)	-10%	-2%	-1%	3%	-2%	-5%	-2%
COC(=O)c1ccccc1NC(=O)Cn1c(=O)n(CCCC(=O)NCc2ccccc2OC)c(=O)c2ccccc21	-3%	0%	-4%	4%	5%	7%	-2%
CC(C)c1ccc(NC(=O)C2CCN(c3nc(-c4ccc(C(C)C)cc4)no3)CC2)cc1	-20%	-5%	3%	-10%	-9%	1%	0%
O=C(CCCCn1c(=O)c2ccccc2n(CC(=O)Nc2ccc(F)cc2F)c1=O)NCc1ccccc1Cl	-1%	1%	10%	-1%	13%	4%	1%
Cc1ccc2onc(CNC(=O)NCc3ccccc3)c2c1	-18%	-6%	15%	1%	0%	0%	6%
CCN(CC)S(=O)(=O)c1ccc2c(c1)N(CC(=O)Nc1ccc(F)cc1F)C(=O)C1CCCN21 (stereo unspecified)	-18%	5%	-12%	-9%	-4%	1%	-1%
Cc1nn(C)c2c1c(-c1ccccc1)cc(=O)n2Cc1ccc(Br)cc1F	-7%	-2%	-9%	?	2%	0%	1%
COC(=O)c1cc2sc(C)cc2n1Cc1nc(-c2ccc(C)cc2)oc1C	-11%	-2%	-1%	-5%	1%	0%	-1%
Cc1ccc(-c2cn(-c3ccc(Cl)cc3)c(S(=O)(=O)CC(=O)Nc3ccccc3)n2)cc1	9%	-1%	-18%	-27%	17%	2%	0%
COc1ccc(N2CCN(CCCNC(=O)c3ccc4nc(N5CCCCC5)sc4c3)CC2)cc1	-23%	-4%	22µM*	-13%	-10%	0%	-2%
COC(=O)CCc1sc(Nc2ccc(OC)cc2)nc1-c1ccc(OC)cc1	-13%	0%	-3%	-14%	-13%	-12%	-1%
O=C(CN1N=C(c2ccccc2)CCC1=O)NCc1ccc(F)cc1Cl	6%	-6%	-2%	-1%	1%	-3%	0%
Cc1nnc(N2CCCC(C(=O)Nc3ccccc3C(F)(F)F)C2)c2nn(-c3ccccc3)c(C)c12 (stereo unspecified)	-3%	11%	?	-18%	-2%	1%	2%
CCc1ccc(-n2nc(CO)c(C(=O)NCC(c3ccccc3)c3ccccc3)n2)cc1	-14%	1%	6%	1%	0%	7%	-2%
COc1cc(NC(=O)c2cccc(F)c2)ccc1NC(=O)c1cc2ccccc2o1	-2%	-4%	-2%	6%	0%	0%	1%
CCOC(=O)c1ccccc1NC(=O)CSc1nc(=O)[nH]c2c1CCC2	10%	-6%	-4%	3%	6%	-3%	-3%
COc1ccc(Cn2ccc3nc(C)c(C(=O)NCc4ccc(OC)cc4OC)cc3c2=O)cc1	?	2%	-2%	3%	-2%	-2%	-1%
CCOc1ccccc1NC(=O)CSc1nccn1Cc1ccc(F)cc1	10%	-1%	8%	-18%	-10%	3%	1%
Cc1ccc(CNC(=O)CN2C(=O)CSc3c2c(C)nn3-c2ccccc2)cc1	-5%	-4%	-8%	?	-4%	?	1%
COC(=O)c1ccccc1N(C)S(=O)(=O)c1cc2c3c(c1)CC(=O)N3CCC2	6%	1%	0%	-20%	9%	-2%	-1%
CCc1cccc(NC(=O)c2cc3c(=O)n(Cc4ccccc4)ccc3nc2C)c1	1%	-1%	?	?	11%	5%	-1%
COc1cccc(Cc2nc3ccccc3nc2SCC(=O)Nc2cccc(C)c2)c1	-15%	9%	-6%	-16%	-11%	-1%	0%
CCOc1ccc(NC(=O)CC2C(=O)N(c3ccccc3)C(=O)N2CCc2sccc2C)cc1 (stereo unspecified)	-7%	-1%	-5%	-25%	-5%	-1%	0%
Cc1ccc(-c2nnc3c4ccccc4c(C)nn23)cc1NC(=O)c1ccccc1	-11%	-8%	-15%	8%	-9%	0%	0%
O=C(Nc1ccc2nc(SCc3ccccc3)sc2c1)c1cccc(F)c1	-15%	2%	5%	-3%	0%	-1%	-4%
Cc1cc(C)cc(OCCSc2nc3ccc(NC(=O)COc4ccccc4)cc3s2)c1	0%	2%	-10%	-6%	-7%	0%	-4%
Cc1ccc(-c2nn3c(-c4ccccc4)nnc3c3ccccc23)cc1	-22%	-12%	18%	-3%	2%	8%	0%
CCc1ccc(NC(=O)CSC2=Nc3ccccc3C3=NC(CC(=O)NC4CCCCC4)C(=O)N23)cc1 (stereo unspecified)	14%	-12%	-12%	-21%	5%	-4%	-1%
CCc1ccccc1NC(=O)c1ccc2[nH]c(C)c(C)c2c1	-27%	11%	-2%	-16%	-19%	5%	1%

Profiles, quoted from the list.
COc1cccc(Cc2nc3ccccc3nc2SCC(=O)Nc2cccc(C)c2)c1 is entered as p53null 39C kill = -15%; TSG101-PTAP inh = 9%; NTMT1 inh = -6%; FH mod = -16%; p53null 32C tox = -11%; GALK inhibitor = -1%; B2AR arrestin ag = 0%
COc1cc(NC(=O)c2cccc(F)c2)ccc1NC(=O)c1cc2ccccc2o1 is entered as p53null 39C kill = -2%; TSG101-PTAP inh = -4%; NTMT1 inh = -2%; FH mod = 6%; p53null 32C tox = 0%; GALK inhibitor = 0%; B2AR arrestin ag = 1%

More structures.
SMILES	p53null 39C kill	TSG101-PTAP inh	NTMT1 inh	FH mod	p53null 32C tox	GALK inhibitor	B2AR arrestin ag
O=C(Cn1c(=O)n(-c2ccccc2)c(=O)c2c3c(sc21)CCCC3)Nc1ccc(F)cc1F	-20%	-5%	6%	-1%	0%	-2%	1%
O=C(CCC1N=C2c3ccccc3N=C(SCc3ccccc3F)N2C1=O)NCc1ccc(F)cc1 (stereo unspecified)	30%[activator]	0%	19%	-14%	5%	2%	0%
COc1ccc(CCN2C(=O)c3oc4ccc(F)cc4c(=O)c3C2c2ccc(C(C)(C)C)cc2)cc1 (stereo unspecified)	-27%	-2%	9%	-5%	3%	-1%	0%
COc1ccc(NC(=O)C2CCN(S(=O)(=O)c3ccc4[nH]c(=O)ccc4c3)CC2)cc1Cl	-9%	-1%	-1%	-16%	-2%	3%	0%
CCn1cc2nc(SCC(=O)Nc3ccccc3C(F)(F)F)n(Cc3ccc(C)cc3)c(=O)c2n1	23%	-1%	12%	-4%	24%	0%	-1%
COc1cccc(CNC(=O)c2ccc3c(=O)n4nc(Nc5ccccc5)sc4nc3c2)c1	18%	1%	6%	-5%	?	-2%	-4%
Cc1nc2ccc(S(=O)(=O)CCC(=O)Nc3ccc(Cl)cc3)cc2s1	-8%	-16%	8%	0%	1%	4%	-1%
Cc1ccccc1-c1nn2c(=O)cc(CN3CCN(C(=O)c4ccccc4Br)CC3)nc2s1	-7%	-1%	-1%	-15%	0%	-1%	-1%
CCOC(=O)c1cnc2ccc(Br)cc2c1NCCN1CCOCC1	25%	-7%	3%	-4%	0%	0%	-2%
CCN(C(=O)C1CCN(S(=O)(=O)c2cc(Br)cc3c2N(C(C)=O)CC3)CC1)c1cccc(C)c1	-7%	-6%	5%	-13%	6%	6%	5%
COc1ccc(C)cc1NC(=O)CSc1nc2ccccc2nc1N1CCOCC1	19%	0%	0%	-27%	7%	1%	0%
Cc1ccc(NC(=O)c2nnn(CC(=O)Nc3ccc(C)c(Cl)c3)c2N)c(C)c1	-3%	-2%	-5%	-10%	-5%	3%	1%
CCOc1ccc(C(c2c(O)cc(C)n(CCOC)c2=O)N2CCN(c3ccccc3)CC2)cc1 (stereo unspecified)	-3%	2%	?	-2%	0%	?	0%
Cc1ccc(C)c(NC(=O)CCCN2C(=O)C(c3ccccc3)Oc3cccnc32)c1 (stereo unspecified)	-5%	2%	-3%	-1%	-8%	3%	2%
CCCN1CCN(CCCNC(=O)c2c(C)nn(-c3ccc(F)cc3)c2-n2cccc2)CC1	-3%	0%	-6%	-5%	9%	2%	-1%
Cc1ccc(Cl)cc1NC(=O)C(Cc1ccccc1)NS(=O)(=O)c1cccc2nsnc12 (stereo unspecified)	-2%	-1%	-5%	-8%	-1%	3%	1%
COc1ccc(C(=O)NCC(c2cccnc2)N2CCN(c3ccccc3)CC2)cc1 (stereo unspecified)	-15%	1%	-3%	0%	-9%	2%	0%
CCOc1ccc(N(Cc2ccccc2)C(=O)c2nc(SCC)ncc2Cl)cc1	35%[activator]	-6%	6%	-7%	12%	0%	0%
COc1ccc(NC(=O)CSc2nc(-c3cccs3)cc(C(F)(F)F)n2)cc1Cl	-13%	2%	9%	-4%	-1%	4%	1%
Cc1ccc2oc3c(c(=O)c2c1)C(c1ccc(O)cc1)N(Cc1ccc2c(c1)OCO2)C3=O (stereo unspecified)	?	-1%	-16%	-2%	-18%	4%	-1%
Brc1cccc(-c2nnc(CN3CCN(c4ccccn4)CC3)o2)c1	23%	-2%	-3%	1%	2%	-6%	0%
O=S(=O)(Nc1cccc(-c2ccc(N3CCCC3)nn2)c1)c1ccc(F)c(C(F)(F)F)c1	16%	0%	·	·	8%	-3%	1%
COc1cccc(N2CCN(S(=O)(=O)c3ccc(-c4cnc(C5CC5)o4)cc3)CC2)c1	-25%	0%	-7%	-4%	-10%	0%	-1%
Cc1cc(C)c2c(CC(=O)Nc3ccc(F)cc3)coc2c1	-6%	-3%	-5%	?	-3%	8%	0%
COc1ccc(OC)c(NC(=O)CSc2nc3ccccc3c(=O)n2CCC(=O)NC2CCCCC2)c1	8%	-1%	8%	-6%	1%	-3%	-3%
CC1CCCCN1C(=O)Cn1ncc2c3ccccc3n(Cc3ccccc3F)c2c1=O (stereo unspecified)	?	-5%	-1%	-13%	1%	7%	1%
CC(NC(=O)CN(C)S(=O)(=O)c1ccc2c(c1)c(=O)n(C)c(=O)n2C)c1ccccc1 (stereo unspecified)	-21%	2%	-1%	6%	0%	0%	1%
CCOc1ccc(CC(=O)NCCc2sc3nc(-c4ccc(OC)cc4)nn3c2C)cc1	6%	-1%	8%	-14%	-7%	0%	-3%
Cc1ccc(OCC(=O)OCc2cc(=O)n3c(C)csc3n2)cc1	2%	-5%	-45%	16%	-9%	-1%	-1%

Screening results: PubChem, National Center for Advancing Translational Sciences (NCATS)
